High-throughput results (PubChem)
PHOSPHO1 block: inhibitors of human PHOSPHO1 phosphatase | recombinant PHOSPHO1, absorbance phosphatase assay | inhibition, % at 13.3 µM | 1.1% of 290,000 active | AID 1565; in the data active means inhibition above about 60%
Target sequence (Q8TCT1 whole entry, looked up): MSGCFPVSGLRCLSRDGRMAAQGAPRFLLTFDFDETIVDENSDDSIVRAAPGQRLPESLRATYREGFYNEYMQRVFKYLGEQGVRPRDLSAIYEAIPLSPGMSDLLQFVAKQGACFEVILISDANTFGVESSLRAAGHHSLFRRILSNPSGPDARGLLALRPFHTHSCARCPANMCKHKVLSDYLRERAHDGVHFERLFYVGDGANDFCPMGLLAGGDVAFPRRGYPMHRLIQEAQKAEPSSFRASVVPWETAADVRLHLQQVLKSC
IMP-1 inhibitor: inhibitors of Pseudomonas aeruginosa IMP-1 metallo-beta-lactamase; inhibition, % at 5.6 µM; purified IMP-1, nitrocefin hydrolysis, epi-absorbance fluorescence; 0.45% of 290,000 active;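 active means inhibition above the mean plus 3 SD of all compounds in the same screening run, cut at about 4.5% in these data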;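 further: 0% = IMP-1 with DMSO and 100% = DMSO wells lacking enzyme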
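System: purified recombinant IMP-1 beta-lactamase. Medium: Zinc- and detergent-supplemented HEPES buffer, pH 7.1. Compound: one 5.6 µM dose […]. Schedule: 15 min preincubation plus 25 min reaction at 25 °C. Technique: Epi-absorbance fluorescence, 480 nm excitation, 530 nm emission.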
OXTR ag: activates the human oxytocin receptor. 0.32% of 320,000 active. CHO-OTR cells, Fluo-8 calcium fluorescence; normalized: DMSO 0%, oxytocin 100%. activation, % at 3 µM. P30559;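 active means activation above the mean of all tested compounds plus 3 SD, cutoff set per screening run, cut at about 20% in these data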;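 further: peak over basal fluorescence ratio from a 100 s FLIPR kinetic read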
Target sequence (P30559 whole entry, looked up): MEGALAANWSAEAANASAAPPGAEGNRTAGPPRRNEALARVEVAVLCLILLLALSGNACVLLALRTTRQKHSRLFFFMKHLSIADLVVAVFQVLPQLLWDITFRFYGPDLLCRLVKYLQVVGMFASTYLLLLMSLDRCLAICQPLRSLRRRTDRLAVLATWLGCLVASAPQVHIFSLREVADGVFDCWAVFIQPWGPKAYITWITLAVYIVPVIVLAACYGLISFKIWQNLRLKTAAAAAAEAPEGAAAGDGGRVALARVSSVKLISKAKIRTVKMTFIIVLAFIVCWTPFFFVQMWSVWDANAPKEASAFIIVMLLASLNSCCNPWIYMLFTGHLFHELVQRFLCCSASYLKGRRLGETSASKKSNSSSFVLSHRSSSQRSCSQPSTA
GPR7 antagonist: blocks human GPR7 receptor signaling; P48145; GPR7-expressing cells, fluorescence antagonist assay; inhibition, % at 4.4 µM; 1.1% of 290,000 active; AID 1861; in the data active means inhibition above about 16%, passing the limit was not always enough;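 further: cells stimulated with the agonist NPW; 0% = agonist with vehicle and 100% = vehicle without agonist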
V1aR counter: counter-screen for oxytocin receptor agonists: human V1a receptor agonists | CHO-V1R cells, Fluo-8 calcium fluorescence, agonist mode; 0% DMSO, 100% 3 nM vasopressin | activation, % at 3 µM | AID 2797 | 0.25% of 320,000 active;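 active means activation above the mean activation of all tested compounds plus 3 SD, per screening run, cut at about 20% in these data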;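 further: signal is peak over basal fluorescence ratio across a 100 second FLIPR read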
Target sequence (P37288 whole entry, looked up): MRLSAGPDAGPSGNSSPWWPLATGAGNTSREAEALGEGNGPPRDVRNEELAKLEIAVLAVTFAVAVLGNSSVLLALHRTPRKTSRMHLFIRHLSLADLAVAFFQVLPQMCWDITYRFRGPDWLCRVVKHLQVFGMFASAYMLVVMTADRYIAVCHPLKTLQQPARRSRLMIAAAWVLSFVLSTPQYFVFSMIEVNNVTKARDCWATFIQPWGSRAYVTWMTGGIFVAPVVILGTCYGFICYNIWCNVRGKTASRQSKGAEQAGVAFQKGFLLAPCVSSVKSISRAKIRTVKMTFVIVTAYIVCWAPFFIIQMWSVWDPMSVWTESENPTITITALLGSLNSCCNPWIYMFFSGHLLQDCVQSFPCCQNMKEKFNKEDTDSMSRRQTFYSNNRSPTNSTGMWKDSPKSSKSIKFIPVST
DNA FID counter: displaces DNA intercalator in HCV helicase counter-screen; DNA fluorescent intercalator displacement, fluorescence; 0.17% of 290,000 active; inhibition, % at 7.9 µM; in the data active means inhibition above about 37%;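 further: 0% = vehicle and 100% = reference compound; higher means more ethidium bromide displaced from hairpin DNA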
NS3 helicase inh: inhibitors of Hepatitis C virus NS3 helicase. 0.56% of 290,000 active. NS3 helicase DNA unwinding, Cy5 molecular beacon fluorescence. inhibition, % at 10.9 µM;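 active means inhibition above the mean of all tested compounds plus 3 SD, set per campaign, cut at about 35% in these data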;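 further: 0% = DMSO wells and 100% = thioflavine S control wells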
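Control set: DMSO versus 110 µM thioflavine S; Material: NS3 helicase fragment of HCV; Measured by: Cy5 fluorescence at 0 and 60 min, beacon hairpin quenching; Read-out basis: percent inhibition from t60/t0 fluorescence ratio; Times: reaction time 60 min, 25 °C; Repeats: single replicate; Compound dosing: single dose, 10.9 µM nominal final, DMSO 0.8% final.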
GalR3 antag: antagonists of human GalR3 | 0.44% of 360,000 active | HEK293 GalR3-CNG cAMP membrane potential fluorescence; galR3 body fused to GalR1 C-terminus | inhibition, % at 3 µM;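 active means inhibition above the screen-wide average plus 3 SD, cut at about 13% in these data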;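 further: forskolin and galanin both at EC90 stimulate the cells; cAMP rise reported by CNG channel membrane potential dye signal; 0% = forskolin plus galanin with DMSO and 100% = forskolin alone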
VIM-2 inh: inhibitors of Pseudomonas aeruginosa VIM-2 metallo-beta-lactamase; purified VIM-2, nitrocefin hydrolysis, epi-absorbance fluorescence; inhibition, % at 5.6 µM; 0.89% of 290,000 active; AID 1527;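 active means inhibition above the mean of all tested compounds plus 3 SD, cutoff set per screening run, cut at about 7.5% in these data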;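 further: red hydrolysis product quenches plate fluorescence so inhibitors raise well fluorescence; 0% = enzyme with DMSO and 100% = DMSO without enzyme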
Starred values were filed as active, the others as inactive; x = no result given.

SMILES | PHOSPHO1 block | IMP-1 inhibitor | OXTR ag | GPR7 antagonist | V1aR counter | DNA FID counter | NS3 helicase inh | GalR3 antag | VIM-2 inh
Cc1ccc(/C=N/NC(=O)Cn2nc(C)c([N+](=O)[O-])c2C)o1 | 20 | -4.8 | -0.8 | -7 | -0.7 | -6 | -13 | -7 | -2.6
COC(=O)Cc1ccc(NC(=S)NCc2ccc(OC)cc2)cc1 | 15 | -0.7 | 2.5 | 9 | 3.1 | -12 | -3 | -8 | -2.2
CCc1ccc(OCc2nc(-c3ccccn3)no2)c(Br)c1 | 26 | 1.0 | -0.2 | -8 | 0.1 | -16 | -7 | -12 | 0.5
CC(=O)N(/N=C1\Sc2ccccc2C1=O)c1ccc(C)cc1C | 94* | -1.3 | -1.6 | 7 | -1.1 | 0 | -4 | -4 | -1.0
Cc1cccc(S(=O)(=O)Nc2cccc3c2C(=O)c2ccccc2-3)c1 | 45 | -2.5 | 4.2 | -19 | 7.2 | 0 | 5 | 5 | -1.9
Cc1ccc(S(=O)(=O)NCCC(=O)Nc2cc(S(=O)(=O)N(C)C)ccc2C)cc1C | 40 | -0.8 | -0.5 | 5 | 0.5 | -26 | 24 | -3 | -0.1
Cc1cc(=O)[nH]c(Nc2ccc(N(C)C)cc2)n1 | 19 | -2.5 | 0.6 | -8 | 1.4 | -2 | -1 | -9 | -1.3
Cc1c(N2C(=O)/C(=C3/C(=O)N(C)c4ccccc43)SC2=S)c(=O)n(-c2ccccc2)n1C | -113 | 3.1 | -0.4 | -1 | -0.3 | -2 | -2 | -4 | -5.5
CCc1nnc(NC(=O)CSc2nc(C)cc(C)c2C#N)s1 | 13 | -4.1 | 0.0 | -17 | 0.3 | -8 | 8 | 3 | -1.9
COc1ccc(C(=O)Nc2ccccc2C(=O)N/N=C/c2ccccc2OC)cc1 | 34 | -3.2 | -1.3 | -4 | -0.5 | -5 | -4 | 2 | -3.5
O=C(CCS(=O)(=O)c1ccccc1)Nc1nc(-c2cccs2)cs1 | -9 | -3.4 | 7.6 | 1 | 7.0 | -22 | 5 | x | -4.7
Cn1c(=O)c2c(ncn2CC(=O)Nc2ccc(N3CCOCC3)cc2)n(C)c1=O | -26 | -2.3 | -0.1 | -15 | 0.2 | 1 | 0 | -4 | -1.8
CN1C[C@@H]2C(c3ccccc3)C3(c4ccccc4)CC2(C3)[C@H]1c1ccccc1 (stereo partly specified) | 40 | x | -0.1 | x | 0.5 | x | x | 0 | x
c1ccc(CCn2nnnc2C(c2cccnc2)N2CCN(c3ccccc3)CC2)cc1 (stereo unspecified) | -2 | -3.8 | -0.2 | -8 | 0.7 | -33 | -8 | -12 | -4.0
c1ccc(SCCOCCN2CCc3ccccc3C2)cc1 | -12 | -1.6 | 0.1 | 0 | -0.1 | 9 | -10 | 1 | 0.3
CCN(C(=O)COC(=O)c1cc(-c2ccc3cc(OC)ccc3c2)nc2ccccc12)C1CCS(=O)(=O)C1 (stereo unspecified) | -1 | 0.8 | 0.1 | -6 | 0.8 | 1 | 8 | x | -1.3
Cc1cc(NC(=O)CSc2nnnn2-c2cc(Cl)ccc2C)no1 | 27 | -2.1 | 0.1 | -1 | 0.6 | -16 | 7 | -3 | 1.1
O=c1cc(C(F)(F)F)[nH]c(=O)n1C1CCCCC1 | 26 | 0.2 | -0.9 | 8 | 0.0 | -10 | -11 | -5 | -0.6
COC(=O)C1=C(C(=O)OC)[C@@H]2N(Cc3ccccc3)c3ccccc3[C@@]23C[C@@H](C(=O)OC)N(C(=O)c2ccc(Br)cc2)C3=N1 | 4 | -2.5 | -0.8 | 7 | -0.5 | -41 | -19 | x | -1.4
O=C(Cc1cccs1)Nc1nc(-c2cccnc2)cs1 | 29 | -0.8 | 1.9 | -7 | -0.4 | -9 | 9 | -7 | -3.0
CCc1cc(=O)oc2cc(C)cc(OCC(=O)NCCCn3ccnc3)c12 | 10 | 0.1 | -0.5 | 5 | 0.1 | 10 | 2 | 4 | 51*
O=C(O)c1cccc(NS(=O)(=O)c2cc(S(=O)(=O)c3ccc(Cl)cc3)ccc2Cl)c1 | 23 | -2.8 | 0.0 | 0 | 0.3 | -40 | -5 | -3 | -1.5
CS(=O)(=O)N(CCC#N)Cc1ccc(C=O)o1 | 23 | -3.1 | 2.2 | -7 | 1.9 | -5 | 4 | 0 | -1.6
CC(C)(C)NCc1ccccc1OCc1cccs1 | -1 | -2.8 | -0.1 | 8 | 0.5 | 12 | -5 | 4 | 0.3
COc1cc(C(=O)Nc2ccc3c(c2)CCN3C(C)=O)cc(OC)c1OC | 38 | -0.6 | -2.9 | 2 | -2.2 | -9 | -2 | 3 | -1.2
CCc1nc(SCC(=O)NCCc2ccccc2)c2oc3ccccc3c2n1 | 8 | -1.9 | -2.2 | -10 | -0.5 | -6 | 1 | -3 | -1.6
Cc1noc(C)c1S(=O)(=O)Nc1ccc(C(=O)Nc2ccc(OC(F)(F)F)cc2)cc1 | 6 | -2.4 | 0.2 | -28 | 3.3 | -10 | -12 | -6 | -3.0
CCOC(=O)c1c(NC(=O)CSc2nnc(-c3ccncc3)n2Cc2ccco2)sc(C(C)=O)c1C | x | -5.3 | x | 11 | x | -2 | -6 | 2 | 2.2
CCCn1ncc(CN2CCC(CO)(CC3CCCCO3)CC2)c1C (stereo unspecified) | 20 | -2.0 | 0.7 | -7 | 2.6 | -2 | 7 | -5 | -2.8
O=C(O)c1ccccc1C(=O)OCCCCOC(=O)c1ccccc1C(=O)O | -36 | -1.8 | 0.6 | -3 | 0.0 | 3 | 1 | -4 | 0.5
COc1ccc(CN2C(=O)c3ccccc3C2C(=O)NC2CCCC2)c(OC)c1 (stereo unspecified) | -14 | -2.3 | -1.6 | 15 | 0.7 | -6 | -1 | -6 | -1.6
O=C(Cn1cnc2c(nnn2-c2ccccc2)c1=O)NCc1ccc(F)cc1 | 36 | -1.8 | -0.4 | -15 | 1.8 | 2 | 5 | x | -3.2
CCOC(=O)c1ccc(-c2ccc3c(=O)c4ccccc4n(C)c3c2)cc1F | -7 | -2.2 | -0.9 | -1 | 1.2 | -26 | -24 | 4 | 0.3
O=C(c1ccc(OC2CCN(C/C=C/c3ccc(F)cc3)CC2)cc1)N1CCCC1 | 45 | 0.4 | 2.3 | -9 | 3.1 | 10 | -20 | 0 | 1.1
Cc1ccc2c(c1)N(S(=O)(=O)c1ccc(CN3C(=O)c4cccnc4C3=O)cc1)CCO2 | 41 | 1.1 | -1.0 | 6 | 2.4 | -11 | -11 | 4 | 1.0
Cn1cccc1C(=O)C(=O)Nc1ccc(Cl)cc1 | 33 | -2.5 | -0.3 | -11 | 0.2 | 5 | 1 | -4 | -2.5
Cc1[nH]nc2c1C(c1ccsc1C)C(C#N)=C(N)O2 (stereo unspecified) | 11 | -5.4 | 0.7 | 1 | 1.2 | 1 | 0 | 3 | -1.9
O=C(N=C1SC2CS(=O)(=O)CC2N1c1ccc(Br)cc1Cl)C1CC1 (stereo unspecified) | 32 | -3.7 | 0.9 | -9 | 1.5 | -26 | 5 | -1 | -3.0
CC1CCCCC1NC(=O)CCNS(=O)(=O)c1cc(Br)cnc1N (stereo unspecified) | 24 | -0.8 | 5.1 | 2 | 9.2 | -12 | 0 | -6 | -2.6
Cc1nc2ccc(F)cc2cc1C(=O)Nc1cccc(Cl)c1C | -5 | -2.8 | 0.7 | -4 | 0.1 | -1 | -5 | 1 | 0.5

Copied from the listing (two entries):
SMILES | PHOSPHO1 block | IMP-1 inhibitor | OXTR ag | GPR7 antagonist | V1aR counter | DNA FID counter | NS3 helicase inh | GalR3 antag | VIM-2 inh
Cc1ccc(/C=N/NC(=O)Cn2nc(C)c([N+](=O)[O-])c2C)o1 | 20 | -4.8 | -0.8 | -7 | -0.7 | -6 | -13 | -7 | -2.6
COC(=O)Cc1ccc(NC(=S)NCc2ccc(OC)cc2)cc1 | 15 | -0.7 | 2.5 | 9 | 3.1 | -12 | -3 | -8 | -2.2

(continued)
SMILES | PHOSPHO1 block | IMP-1 inhibitor | OXTR ag | GPR7 antagonist | V1aR counter | DNA FID counter | NS3 helicase inh | GalR3 antag | VIM-2 inh
O=C(NC1CC1)C1CCN(C(=O)c2ccc(Cl)cc2)CC1 | 22 | -5.0 | 0.6 | -1 | 0.2 | 0 | -6 | -7 | -0.8
CCCOc1c(Cl)cc(/C=N/O)cc1OCC | -12 | -4.3 | -2.5 | -9 | -1.1 | -2 | 6 | -2 | 1.1
Cc1ccc(/C=C2/SC(=S)N(C3CCCCC3)C2=O)o1 | 17 | -0.4 | -1.0 | -9 | -1.0 | -22 | 27 | 1 | -4.0
CCS(=O)(=O)N1CCC(C(=O)NCCCN2CCCC2)CC1 | 2 | -3.1 | 0.0 | -4 | 1.5 | 4 | -2 | 3 | 1.4
COc1ccccc1NC(=O)CCc1nnc2ccc(N3CCC4(CC3)OCCO4)nn12 | -15 | -0.8 | 0.4 | -7 | 0.3 | -50 | 33 | 3 | -0.8
COc1ccc(N2CCN(Cc3nc4c(c(=O)[nH]c(=O)n4C)n3CCCc3ccccc3)CC2)cc1 | 12 | -2.6 | -1.5 | -8 | -0.3 | -14 | 1 | 4 | -2.0
C=CCn1c(=O)c2c3c(sc2n2c(Nc4ccccc4)nnc12)CCCC3 | 2 | -4.1 | -1.6 | 5 | -1.4 | -15 | -2 | -1 | -5.7
S=C1N(c2ccccc2)C(c2ccc(Br)cc2)N2CCCN12 (stereo unspecified) | 33 | -3.1 | -0.8 | 9 | -0.2 | -18 | -14 | -6 | -3.3
CCOc1ccc(/C=N/NC(=O)CSc2n[nH]c(=O)[nH]c2=O)cc1OC | -47 | -3.4 | 1.5 | -13 | 0.0 | -7 | -9 | -2 | -5.3
Cc1cccc(C)c1OCC(=O)OC/C(O)=C(\C#N)c1nc2ccccc2[nH]1 | 3 | -1.9 | -0.1 | 6 | -0.1 | -15 | 5 | -2 | 4.0
CN(C)/C=C(/C(=O)c1ccccc1)S(=O)(=O)c1ccc(Cl)cc1 | 29 | -1.9 | 0.0 | -19 | 0.5 | 0 | -14 | 1 | -3.0
CC1=CC(C)(C)N2C(=O)C3(C(C#N)=C(N)Oc4cc(C)oc(=O)c43)c3cccc1c32 (stereo unspecified) | 16 | -4.2 | -0.9 | -9 | -0.6 | -33 | -5 | -4 | -3.0
Cc1ccc(-c2csc(N3CCC[C@@H]3C(=O)NCCn3c(C(F)(F)F)nc4ccccc43)n2)cc1 | 5 | -2.9 | -1.9 | -1 | -1.1 | -38 | -24 | -4 | -3.2
CCc1ccc(S(=O)(=O)NC(=S)NC2CCCCC2)cc1 | 6 | -4.1 | -1.5 | -17 | 0.3 | -8 | 1 | -2 | -2.7
CCCC(=O)Nc1cc(C(=O)O)ccc1Sc1ccc(C)cc1 | -4 | -0.8 | 0.0 | -8 | 0.1 | -31 | -2 | -1 | -0.3
CCOCCCNC(=O)c1ccc(OC2CCN(C(C)=O)CC2)c(OC)c1 | x | -2.2 | -0.2 | -8 | -0.3 | -11 | -9 | -3 | -2.1
CC(C)(C)OC(=O)N1CCC[C@H]1c1nnc(SCc2ccccc2F)o1 | 21 | -3.0 | -2.8 | -6 | -0.6 | -32 | -4 | 3 | -2.1
COc1ccc(OCCSc2nnc(-c3ccc(OC)cc3)n2N)cc1 | 0 | -2.1 | -2.3 | -8 | 0.6 | -16 | 3 | -5 | -1.4
